Compound activity as filed in PubChem.
TDP43 rescue: inhibitors of TDP-43 toxicity in yeast; TDP-43 expressing yeast growth rescue, BacTiter-Glo, 24 h; Potency, µM (titrated, usually from 46.1 µM), without a hit: at the top dose growth rescue (activation), hits mostly activators; 410,000 tested, 1.8% active; AID 652104; further: potency means the concentration at half of the fitted maximal effect; % of control where 0% means no effect; nearly all actives have a fitted effect of over 50% in size
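In this qHTS, compounds that restore growth of yeast expressing TDP-43 appear as activators. Cells (OD600=0.02, galactose medium, raffinose-pregrown) are incubated with compound 24 hr at 30 deg C and growth is quantified by BacTiter-Glo.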
HEK293 tox: cytotoxicity counter-screen for GLP-1 receptor inverse agonists; HEK293 cAMP-luciferase reporter cells, luminescence, 24 h; Potency, µM (doses to about 38.3 µM), without a hit: at the top dose activity change, negative = inhibition, most hits filed as inhibitors; 410,000 tested, 0.13% active; AID 624418;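 further: loss of luciferase light is scored as toxicity; potency means the concentration at half of the fitted maximal effect; on the % scale 0 is the no-effect control and ±100 the full control effect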
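Seeding density was 200 cells/uL; after overnight-length (12 h) culture, 23 nL compounds went on for 24 h at 37 °C. Readout used a luciferase detection reagent, luminescence taken after 12 min at room temperature.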
aSyn yeast inh: inhibitors of alpha-synuclein toxicity in yeast; Yeast expressing alpha-synuclein, growth rescue, BacTiter-Glo, 24 h; Potency, µM (titrated, usually from 46.1 µM), for the others: at the top dose growth rescue (activation), hits mostly activators; 370,000 tested, 0.14% active; AID 652106; further: potency means the concentration at half of the fitted maximal effect; % of control where 0% means no effect; nearly all actives have a fitted effect of over 65% in size
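Screening used galactose-induced yeast with toxic alpha-synuclein levels, exposed to compound for 24 hr at 30 deg C. Cell growth, read with BacTiter-Glo luminescence, gave the measured signal.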
Akt phos inh: inhibitors of Akt phosphorylation. AID 651550. 360,000 tested, 0.32% active. Neuro2A IGF-stimulated pAkt S473 HTRF, 20 min; active compounds read low. activity change, % for hits at 50 µM; in the data active means activity change below about -80%; inconclusive means mostly about -51% to -80%; further: on the % scale 0 is the no-effect control and ±100 the full control effect
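Neuro2A cells in DMEM with 0.5% FBS, overnight at 37 deg C, given compound at single 50 µM final, then IGF (6 nM final) for 20 min at 37 deg C. Lysed; phospho-Akt Ser473 by HTRF after 24 h, 665/615 ratio.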
FUS suppressor: rescues growth of FUS-expressing yeast. S. cerevisiae FUS-expressing, growth rescue, OD600, 24 h. Potency, µM (top dose mostly 76.6 µM), for the others: at the top dose growth rescue (activation), most hits filed as activators. 390,000 tested, 0.24% active. AID 1347120;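 further: potency means the concentration at half of the fitted maximal effect; plate controls were DMSO vehicle for no effect and reference control for full effect; nearly all actives have a fitted effect of over 55% in size; some results filed as inactive show a strong effect at the top dose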
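Restored growth of FUS-toxic S. cerevisiae, read as 600 nm absorbance after 24 h at 30C in galactose medium (starting OD 0.005). Controls CP55940 and DMSO.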
Mm-Cpn inhibitor: M. maripaludis TRiC chaperonin inhibition | purified Mm-Cpn ATPase, ADP Transcreener TR-FRET | Potency, µM (highest dose often 76.9 µM), for inactives: at the top dose activity, negative = inhibition, most hits filed as inhibitors | 330,000 tested, 0.031% active; further: potency means the concentration at half of the fitted maximal effect; on the % scale 0 is the no-effect control and ±100 the full control effect; nearly all actives have a fitted effect of over 80% in size
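Purified archaeal chaperonin (25 nM final) was preincubated with compound for 10 min at 37°C, then ATP (10 uM final) was added for 30 min at 37°C in Tris pH 7.4/KCl/MgCl2/DTT buffer. ADP was quantified by HTRF Transcreener TR-FRET.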
PTHR1 ag: agonists of human PTHR1 parathyroid hormone receptor; HEK293 GP2 PTHR1 cells, GloSensor cAMP luminescence, 1 h; Potency, µM (titrated, usually from 115 µM), for inactives: at the top dose activation, actives largely listed as activators; 410,000 tested, 0.075% active; AID 743266; further: potency means the concentration at half of the fitted maximal effect; nearly all actives have a fitted effect of over 55% in size; some results filed as inactive show a strong effect at the top dose; inactives centre near -15; many of its hits are not listed in these tables
Target sequence (Q03431 whole entry, looked up): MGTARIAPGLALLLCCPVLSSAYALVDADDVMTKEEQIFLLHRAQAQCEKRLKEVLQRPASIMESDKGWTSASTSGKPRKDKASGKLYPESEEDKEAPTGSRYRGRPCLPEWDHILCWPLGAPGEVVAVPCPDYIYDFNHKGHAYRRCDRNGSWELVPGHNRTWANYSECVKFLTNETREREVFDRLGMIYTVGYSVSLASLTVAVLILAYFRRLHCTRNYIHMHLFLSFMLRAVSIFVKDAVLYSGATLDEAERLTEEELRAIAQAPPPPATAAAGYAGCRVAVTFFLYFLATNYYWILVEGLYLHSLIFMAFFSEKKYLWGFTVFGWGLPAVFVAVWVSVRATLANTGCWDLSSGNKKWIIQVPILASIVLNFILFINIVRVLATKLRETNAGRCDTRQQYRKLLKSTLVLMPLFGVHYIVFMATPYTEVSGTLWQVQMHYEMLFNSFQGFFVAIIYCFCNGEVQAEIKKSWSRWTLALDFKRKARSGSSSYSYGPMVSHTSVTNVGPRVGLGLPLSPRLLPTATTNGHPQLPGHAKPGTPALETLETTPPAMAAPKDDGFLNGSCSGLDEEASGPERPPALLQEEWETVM
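HEK-293-derived GP2 cells expressing PTHR1 and a GloSensor cAMP reporter, 3,000/well, plated overnight, given luciferin plus IBMX (each 0.5 mM as added) for 1 h at 37 °C, then compound for 1 h at 37 °C. Luminescence was read after 15 min at room temperature.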
Abeta yeast res: compounds reversing amyloid beta toxicity in yeast | Potency, µM (doses to about 46.1 µM), without a hit: top-dose growth rescue, most hits filed as activators | yeast expressing A-beta42, growth rescue, OD600, 48 h; response scale: 0% DMSO, 100% iron-clioquinol control | 410,000 tested, 0.063% active | AID 1347071; further: potency means the concentration at half of the fitted maximal effect; nearly all actives have a fitted effect of over 55% in size
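Yeast growth medium received pinned compounds, then yeast cells expressing toxic A-beta were added; plates incubated at 30 C for 48 hr. Growth read as absorbance at 600 nm, normalized to DMSO and equimolar FeCl3 plus clioquinol controls.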
GLP-1R inv ag: acts as inverse agonist at human GLP-1 receptor; Potency, µM (doses to about 38.3 µM), for the others: top-dose activity change, negative = inhibition, most hits filed as inhibitors; P43220; HEK293 GLP-1R CRE-luciferase, luminescence, 24 h; GLP-1R form is constitutively active; 410,000 tested, 1.6% active; further: potency means the concentration at half of the fitted maximal effect; on the % scale 0 is the no-effect control and ±100 the full control effect; nearly all actives have a fitted effect of over 55% in size
Target sequence (P43220 whole entry, looked up): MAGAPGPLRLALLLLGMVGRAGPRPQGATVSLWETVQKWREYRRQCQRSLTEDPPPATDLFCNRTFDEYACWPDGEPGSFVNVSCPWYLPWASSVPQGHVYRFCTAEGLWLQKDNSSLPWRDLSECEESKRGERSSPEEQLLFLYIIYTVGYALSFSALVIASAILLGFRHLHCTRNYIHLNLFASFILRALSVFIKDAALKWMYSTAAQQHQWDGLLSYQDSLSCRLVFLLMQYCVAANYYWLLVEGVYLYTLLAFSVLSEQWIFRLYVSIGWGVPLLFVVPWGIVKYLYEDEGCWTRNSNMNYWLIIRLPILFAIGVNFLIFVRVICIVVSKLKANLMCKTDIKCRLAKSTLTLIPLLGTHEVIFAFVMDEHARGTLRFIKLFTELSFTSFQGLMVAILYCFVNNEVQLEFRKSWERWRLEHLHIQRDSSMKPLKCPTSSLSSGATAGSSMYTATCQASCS
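Seeding at 200 cells/uL, 12 h culture, 24 hr compound treatment, then luciferase reagent and a luminescence read; cells are HEK293 stably expressing a constitutively active GLP-1R plus cAMP-responsive luciferase.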
* hit, by the source's call; i = inactive; ? = inconclusive; . = no result given; & = joins results of further samples; [ ] = remark or other dose. Unless noted, the call rests on the fitted dose curve; in most records, active means well fitted curve in the direction sought with a large enough effect; inconclusive means small, poorly fitted or top-dose-only effect, or another doubt; inactive means no such curve, though single readings can be large; an effect the other way counts as inactive or inconclusive. Some of the compounds tested. The share of hits here may be higher or lower than overall.

Every second line gives: FUS suppressor	GLP-1R inv ag	TDP43 rescue	PTHR1 ag	aSyn yeast inh	Akt phos inh	Abeta yeast res	HEK293 tox	Mm-Cpn inhibitor
[1] CC(C)(C)NC(=O)CN(C(=O)CCC(=O)Nc1nccs1)c1ccc(F)c(Cl)c1
 : 12.1%	?	-16.9%	i	-2.4%	i	-15.0%	-0.1%	-0.3%
[2] Cc1ccc(NC(=O)c2nc(S(C)(=O)=O)ncc2N(Cc2ccco2)Cc2ccccc2F)c(C)c1
 : 6.6%	5.2%	4.7%	-11.0%	.	.	3.4%	-2.8%	.
[3] CC(/C=N/NC(=O)c1cc(-c2ccncc2)nc2ccccc12)=C\c1ccco1
 : 28.2µM*	0.0%	-4.7%	1.9%	11.5%	i	-14.3%	?	0.6%
[4] Cc1ccc(OCCCCN2CCc3ccccc3C2)cc1
 : 8.3%	?	-5.8%	i	1.0%	i	5.4%	-16.4%	0.6%
[5] C[C@H](C[C@H](O)[C@H]1OC1(C)C)C1=C2C[C@H](O)C3[C@@]4(C)CCC(=O)C(C)(C)C4CC[C@]3(C)[C@@]2(C)CC1 (stereo partly drawn)
 : ?	?	?	-19.4%	13.8%	i	-9.7%	?	-2.6%
[6] C=C(Br)CN1[C@@H](Cc2ccccc2)[C@H](O)[C@@]23C=C[C@@H](C[C@@H]2S1(=O)=O)O3
 : -8.0%	-12.7%	0.0%	-36.5%[inhibitor]	-0.2%	i	17.6%	7.8%	1.0%
[7] CCCCCC(=O)N1C[C@@H](n2cc(-c3ccc(F)cc3)nn2)[C@H](O)C[C@@H]1c1ccc(C)cc1
 : 19.2%	?	13.6%	-92.9%[inhibitor]	7.0%	i	5.0%	-27.5%	.
[8] Cn1c(=O)c2c(nc(NCc3ccc4c(c3)OCO4)n2Cc2ccccc2Cl)n(C)c1=O
 : -5.7%	1.4%	2.9%	-16.5%[57.5 µM]	-1.6%	i	9.8%	1.7%	0.2%
[9] Cc1cc(C)cc(OCC(=O)Nc2ccc(-c3nc4ncccc4o3)cc2C)c1
 : 4.0%	11.6%	13.1%	9.0%	.	.	-21.2%	7.7%	.
[10] OC[C@@H]1CN(Cc2ccc(-c3ccccc3)cc2)C[C@H](n2cnc3c(NC4CCCC4)ncnc32)O1
 : ?	8.91µM*	?	-89.4%[inhibitor]	?	i	4.2%	-31.1%	.
[11] Cc1ccccc1C(=O)N1CCC(C(=O)OCc2ccccc2Cl)CC1
 : 36.4%	-11.6%	?	-9.9%	2.6%	i	3.2%	-0.3%	-0.2%
[12] CC1CC(C)CN(C(=O)c2nn(C)c3c2CSc2ccccc2-3)C1 (stereo not drawn)
 : 8.8%	?	0.0%	-29.8%	13.9%	i	-30.9%[inhibitor]	-0.4%	-7.8%
[13] CCOC(=O)c1ccc(-c2ccc3oc(-c4ccsc4)cc(=O)c3c2)cc1F
 : 2.0%	-0.1%	18.7%	-17.4%	-7.3%	i	-4.0%	-8.7%	-5.2%
[14] Cc1ccc(CNC(=O)C2CCC(CNc3nc(=S)[nH]c4ccccc34)CC2)cc1 (stereo not drawn)
 : 26.0%	-4.4%	-14.2%[9.22 µM]	5.9%	-2.3%	i	-16.1%	12.8%	3.7%
[15] COc1ccc(C2(C)NC(=O)N(CC(=O)N(c3ccccc3)C3CCS(=O)(=O)C3)C2=O)cc1 (stereo not drawn)
 : 5.3%	27.8%	2.7%	i	5.5%	i	5.8%	-2.4%	-0.2%
[16] Cc1ccc(C23CC4CC(CC(C(=O)OCC(=O)N(C)C)(C4)C2)C3)cc1
 : ?	?	?	-53.0%[inhibitor]	2.2%	i	-2.3%	2.8%	-29.0%
[17] COC(=O)CSc1nc(C2CC2)cc(C(F)(F)F)c1C#N
 : 16.9%	2.3%	?	-15.0%	6.1%	i	-16.1%	76.5%[activator]	2.0%
[18] Cn1cnc2c1c(=O)n(Cc1cccc(Cl)c1)c(=O)n2C
 : 4.9%	8.2%	?	i	?	i	-8.5%	-4.8%	-3.4%
[19] COc1ccc(NC(=O)CN(c2ccc(OC)cc2)S(=O)(=O)c2ccc(OC)c(OC)c2)cc1
 : 10.7%	0.9%	-4.1%	-14.5%	-1.5%	i	-2.1%	2.6%	-0.2%
[20] Cc1ccc(NC(=O)C2(C)CCN2C(=O)Cc2ccc(C(C)(C)C)cc2)cc1C (stereo not drawn)
 : 30.7%	?	21.0%	-20.3%	-9.2%	i	-13.8%	-7.9%	.

Next section:
Every second line gives: FUS suppressor	GLP-1R inv ag	TDP43 rescue	PTHR1 ag	aSyn yeast inh	Akt phos inh	Abeta yeast res	HEK293 tox	Mm-Cpn inhibitor
[21] COC(=O)Nc1ccc(S(=O)(=O)Nc2cccc3ccccc23)cc1
 : 16.9%	0.0%	1.1%	-3.4%[57.5 µM]	-9.2%	i	4.5%	-20.8%	0.2%
[22] CC(c1c(O)c2ccccc2[nH]c1=O)C1(C)CCC(O)C(C)(C)O1 (stereo not drawn)
 : -32.3%	19.6%	-1.7%	-6.0%	-1.0%	i	2.6%	-2.9%	.
[23] CCCCOc1ccc(-c2csc(N)n2)cc1[N+](=O)[O-]
 : 0.9%	-27.2%	-49.1%[inhibitor]	-8.3%	-3.5%	i	-23.9%	-3.9%	0.8%
[24] O=C(c1ccc(F)cc1F)C1CCN(c2ccc([N+](=O)[O-])cn2)CC1
 : 15.5%	-20.6%	-7.0%[1.82 µM]	-81.1%[inhibitor]	2.7%	i	12.2%	9.0%	-2.1%
[25] Cc1cccc2c(=O)c(C(=O)N3CCCCCC3)c[nH]c12
 : 6.6%	90.1%[activator]	7.9%	3.9%	-0.6%	i	4.6%	-13.1%	0.2%
[26] COc1ccc(CN(CC(=O)NCc2ccccc2)C(=O)CCC(=O)Nc2ccccn2)cc1
 : 10.5%	-1.6%	-19.4%	-10.8%	0.0%	i	-2.4%	1.8%	-14.9%
[27] Cc1n[nH]c(=S)n(/N=C/c2ccccn2)c1=O
 : -19.3%	4.3%	-2.4%	-7.3%[57.5 µM]	-16.5%	i	6.4%	-9.5%	-0.7%
[28] CCN(CC)C(=O)c1c2c(nc3ccccc13)-c1ccccc1CC2
 : 13.3%	?	0.0%	-10.2%	4.3%	i	-33.2%[inhibitor]	-9.6%	0.0%
[29] COC(C[C@H](O)[C@H](C)[C@@H](O)COCc1ccccc1)OC
 : -26.7%	5.0%	1.6%	-42.5%[inhibitor]	0.0%	i	-29.7%	6.4%	1.8%
[30] CC(=O)C1=C(C)NC(=O)NC1c1cccc([N+](=O)[O-])c1O (stereo not drawn)
 : 27.2%	-7.0%	-5.0%	-20.5%	-1.1%	i	-18.4%	5.5%	-1.7%
[31] Cc1ccccc1Nc1cc(C(=O)NCc2cccs2)c2ccccc2n1
 : -15.4%	?	27.5%	i	.	.	2.7%	2.7%	.
[32] Nc1nc2ncccc2cc1C(=O)NC1CCCCC1
 : -5.5%	22.9%	3.5%	19.2%	-6.7%	i	-10.3%	2.9%	.
[33] O=S(=O)(NCc1ccccn1)C(F)(F)F
 : -13.0%	18.5%	7.1%	0.5%	-4.6%	i	9.4%	8.8%	-0.8%
[34] CCc1ccc(CN(C)C(=O)C2=CC=CN3CCS(=O)(=O)N=C23)cc1
 : 0.1%	-3.0%	-8.3%	i	-1.6%	i	-1.4%	-2.2%	0.1%
[35] Cc1cccc(OCCSc2nc(N)cc(N)n2)c1
 : 12.0%	74.7%[activator]	9.6%	i	-6.4%	i	0.9%	-0.2%	0.7%
[36] COc1ccc(NC(=O)CSc2nc(C)cc(C)c2C(=O)Nc2cccc(C)c2)cc1
 : 19.4%	?	14.7%	i	.	.	-4.0%	-0.5%	.
[37] CC(C)(C)c1ccc(C(=O)Nc2cc(-c3ccccc3)nn2-c2ccccc2)cc1
 : -3.7%	-30.5%	9.6%	i	.	.	-5.5%	-10.2%	.
[38] CC(C)CC1Nc2ncnc(N3CCN(c4ccccc4)CC3)c2N(Cc2ccccc2)C1=O (stereo not drawn)
 : ?	-6.5%&-5.3%	5.9%&2.0%	-18.7%&-28.2%	14.4%&10.1%	i	4.8%&20.7%	10.5%&1.5%	-6.1%
[39] CCOc1ccccc1NC(=O)c1cc2c(Cl)nc3ccccc3c2s1
 : -23.0%	4.2%	24.6%	i	.	.	-3.7%	-4.0%	.
[40] CN1C(C(=O)NCc2ccc(OC(F)(F)F)cc2)CC2Cn3c(nc4cc5ccccc5cc43)C21 (stereo not drawn)
 : -2.9%	?	20.0%	-82.8%[inhibitor]	11.1%	i	0.4%	-4.7%	-0.5%
[41] Fc1ccccc1COc1ccc(-c2nnn(Cc3ccccc3F)n2)cc1
 : -9.2%	?	4.8%	-10.6%	1.0%	i	-7.3%	-3.6%	0.4%

Some of these compounds in order of molar mass, rising:
Every second line gives: FUS suppressor	GLP-1R inv ag	TDP43 rescue	PTHR1 ag	aSyn yeast inh	Akt phos inh	Abeta yeast res	HEK293 tox	Mm-Cpn inhibitor
[30] CC(=O)C1=C(C)NC(=O)NC1c1cccc([N+](=O)[O-])c1O (stereo not drawn)
 : 27.2%	-7.0%	-5.0%	-20.5%	-1.1%	i	-18.4%	5.5%	-1.7%
[28] CCN(CC)C(=O)c1c2c(nc3ccccc13)-c1ccccc1CC2
 : 13.3%	?	0.0%	-10.2%	4.3%	i	-33.2%[inhibitor]	-9.6%	0.0%
[34] CCc1ccc(CN(C)C(=O)C2=CC=CN3CCS(=O)(=O)N=C23)cc1
 : 0.1%	-3.0%	-8.3%	i	-1.6%	i	-1.4%	-2.2%	0.1%
